Compound activity (PubChem BioAssay)
MmCpn inh – Inhibitors of TCP-1 ring complex (TRiC) of Methanococcus maripaludis (MmCpn): qHTS; Chaperonin Mm-Cpn (Methanococcus maripaludis); purified Mm-Cpn ATPase, ADP Transcreener TR-FRET; Potency, µM (highest dose often 76.9 µM), for inactives: at the top dose activity, negative = inhibition, usual class: inhibitors; hit rate 0.031% among 330,000; AID 504842, 2011; note: potency is the fitted concentration of half-maximal effect; % is set by controls: 0 for no effect and ±100 for the full control effect; nearly all actives have a fitted effect of over 80% in size
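Eu-cryptate anti-ADP/ADP-d2 competition gives a ratio inversely related to ADP. Enzyme at 25 nM was pre-exposed to compound for 10 min, then given 10 uM ATP for 30 min, 37°C throughout.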
A549 tox – Nrf2 qHTS screen for inhibitors: counterscreen for cytotoxicity | A549 ARE-Fluc cells, CellTiter-Fluor viability, 18-24 h | Potency, µM (doses to about 46 µM), inactives show at the highest dose activity change, negative = cytotoxicity, most hits filed as inhibitors | hit rate 0.16% among 390,000 | AID 504648, 2011; note: potency is the fitted concentration of half-maximal effect; % is set by controls: 0 for no effect and ±100 for the full control effect
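A549 ARE-Fluc cells in 5% FBS OPTI-MEM, 5000 cells/well, rested 2 h then exposed to compounds in concentration-response for 18-24 h at 37 °C. Viability by CellTiter-Fluor fluorescence (Ex 405/Em 525) after 30 min; luciferase luminescence (BugLite, 15 min, RT) read afterwards.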
TGFb SMAD3 inh – qHTS for Inhibitors of TGF-b. Potency, µM (doses to about 46.1 µM), inactives show top-dose activity, negative = inhibition, hits mostly inhibitors. HepG2 CAGA-GFP TGF-b/SMAD3 reporter, GFP fluorescence, 18 h; TGF-beta stimulated, 500 pg/mL final. hit rate 1.2% among 410,000; note: potency is the fitted concentration of half-maximal effect; % is set by controls: 0 for no effect and ±100 for the full control effect; nearly all actives have a fitted effect of over 65% in size
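TGF-beta reporter screen: HEPG2 CAGA-GFP, 1% FBS, 500 pg/mL TGF-beta final, 18 h; per-cell GFP summed per well; curves fitted and categorized by class.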
Akt phos inh – HTS Assay for Inhibitors of Akt Phophorylation: Primary Screen | Neuro2A IGF-stimulated pAkt S473 HTRF, 20 min; active compounds read low | activity change, % for hits at 50 µM | hit rate 0.32% among 360,000 | AID 651550, 2012; in the data active = activity change below about -80%; inconclusive = mostly about -51% to -80%; note: % is set by controls: 0 for no effect and ±100 for the full control effect
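Neuro2A cells in DMEM with 0.5% FBS, overnight at 37 deg C, given compound at single 50 µM final, then IGF (6 nM final) for 20 min at 37 deg C. Lysed; phospho-Akt Ser473 by HTRF after 24 h, 665/615 ratio.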
EPAC2 agonist – qHTS for Agonist of cAMP-regulated guanine nucleotide exchange factor 4 (EPAC2): primary screen; Rap guanine nucleotide exchange factor 4 (Homo sapiens), Q8WZA2; hit rate 0.079% among 360,000; EPAC2 activation, biochemical qHTS; response scale: 100% = 6.5 mM cAMP response; AID 720711, 2013; Potency, µM (highest dose often 154 µM), for inactives: at the top dose activation, actives largely listed as activators; note: potency is the fitted concentration of half-maximal effect; nearly all actives have a fitted effect of over 50% in size
Target sequence (Q8WZA2 whole entry, looked up): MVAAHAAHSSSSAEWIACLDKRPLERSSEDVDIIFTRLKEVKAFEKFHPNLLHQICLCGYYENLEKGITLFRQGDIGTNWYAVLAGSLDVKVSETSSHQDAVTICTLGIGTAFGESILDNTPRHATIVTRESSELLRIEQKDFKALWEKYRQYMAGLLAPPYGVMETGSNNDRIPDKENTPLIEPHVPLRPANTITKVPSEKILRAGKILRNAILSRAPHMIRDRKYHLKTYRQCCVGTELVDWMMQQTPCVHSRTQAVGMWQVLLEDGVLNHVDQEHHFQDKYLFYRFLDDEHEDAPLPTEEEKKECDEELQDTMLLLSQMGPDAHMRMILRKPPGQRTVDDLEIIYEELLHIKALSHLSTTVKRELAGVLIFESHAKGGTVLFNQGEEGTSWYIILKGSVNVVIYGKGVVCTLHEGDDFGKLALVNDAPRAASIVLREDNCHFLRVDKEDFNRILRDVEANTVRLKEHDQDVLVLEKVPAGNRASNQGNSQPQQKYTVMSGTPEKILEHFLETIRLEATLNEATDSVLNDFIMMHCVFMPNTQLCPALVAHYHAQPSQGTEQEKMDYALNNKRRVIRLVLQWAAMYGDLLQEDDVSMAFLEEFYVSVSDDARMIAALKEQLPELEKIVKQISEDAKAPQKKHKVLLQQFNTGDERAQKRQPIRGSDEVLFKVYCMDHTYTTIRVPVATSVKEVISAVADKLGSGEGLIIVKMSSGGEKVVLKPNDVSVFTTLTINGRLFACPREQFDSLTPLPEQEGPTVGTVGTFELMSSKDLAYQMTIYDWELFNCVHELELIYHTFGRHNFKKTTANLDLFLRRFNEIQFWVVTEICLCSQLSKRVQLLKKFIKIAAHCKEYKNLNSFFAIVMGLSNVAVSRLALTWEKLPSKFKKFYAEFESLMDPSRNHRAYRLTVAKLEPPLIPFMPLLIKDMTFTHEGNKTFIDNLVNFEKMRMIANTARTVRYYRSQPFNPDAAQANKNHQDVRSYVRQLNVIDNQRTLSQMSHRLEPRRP
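Fluorescence exchange assay: 100 nM EPAC2 with 250 nM RAP1B-BODIPY-GDP and 50 uM GDP; compounds tested as a concentration-titration series (qHTS). Loss of Rap1-bound BODIPY-GDP fluorescence read at 480/540 nm; data normalized to 6.5 mM cAMP.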
Nrf2 ARE act – qHTS of Nrf2 Activators | AREc32 ARE-luciferase reporter (MCF7-derived line), luminescence, 24 h | Potency, µM (top dose mostly 46.1 µM), for inactives: top-dose activation, usual class: activators | hit rate 0.31% among 410,000 | AID 624171, 2012; note: potency is the fitted concentration of half-maximal effect; % of control where 0% means no effect; nearly all actives have a fitted effect of over 65% in size
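AREc32 cells carrying an ARE-driven firefly luciferase, 1000 cells/well in OPTI-MEM with 5% FBS, dosed after overnight attachment and incubated 24 hr at 37 deg C. Steady-Glo luminescence read after 30 min at RT.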
Nrf2 inh – Nrf2 qHTS screen for inhibitors. hit rate 2.1% among 360,000. Potency, µM (highest dose often 46 µM), for the others: top-dose activity change, negative = inhibition, hits mostly inhibitors. A549 ARE-Fluc reporter, luciferase luminescence, 18-24 h; note: potency is the fitted concentration of half-maximal effect; % is set by controls: 0 for no effect and ±100 for the full control effect; nearly all actives have a fitted effect of over 60% in size
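Reporter: ARE-Fluc in A549. Exposure: 18-24 h, 37 °C, 5% CO2, 5% FBS OPTI-MEM. Readouts: fluorescent cytotoxicity (CellTiter-Fluor), then luminescent Nrf2 signal after BugLite.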
EPAC2 antag – qHTS for Antagonist of cAMP-regulated guanine nucleotide exchange factor 2 (EPAC2): primary screen; Potency, µM (doses to about 114 µM), inactives show top-dose activity, negative = inhibition, usual class: inhibitors; EPAC2 GEF exchange of Rap1B-BODIPY-GDP, fluorescence; Rap guanine nucleotide exchange factor 4 (Homo sapiens), Q8WZA2; AID 720708, 2013; hit rate 0.18% among 360,000; note: potency is the fitted concentration of half-maximal effect; % is set by controls: 0 for no effect and ±100 for the full control effect; nearly all actives have a fitted effect of over 45% in size; many of its hits are not listed in these tables
CCT modulator – High-Throughput Screening for Modulators of Cytosolic Chaperonin Activity; purified chaperonin ATPase assay, HTRF ADP detection, 30 min; activity change, % (test concentration not listed), hits read low; hit rate 0.3% among 360,000; in the data active = activity change below about -30%; note: % is set by controls: 0 for no effect and ±100 for the full control effect
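TRiC at 40 or 20 nM final (batch-dependent) in 30 mM Tris pH 7.4, 100 mM KCl, 5 mM MgCl2, 1 mM DTT, with compound at single 76 uM and 10 uM ATP, 30 min at 37 deg C. ADP detected by HTRF Transcreener, 665/615 ratio.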
Numbers without * were called inactive; i = inactive; u = inconclusive; x = not tested or not shown; & = joins results of further samples; [ ] = dose if it differs, or a comment. Unless noted, calls come from the whole dose curve; as a rule, active = well fitted curve in the direction sought with a large enough effect; inconclusive = small, poorly fitted or top-dose-only effect, or another doubt; inactive = no such curve, though single readings can be large; an effect the other way counts as inactive or inconclusive. An excerpt; the hit share may differ from the screen's.

SMILES	MmCpn inh	A549 tox	TGFb SMAD3 inh	Akt phos inh	EPAC2 agonist	Nrf2 ARE act	Nrf2 inh	EPAC2 antag	CCT modulator
CCOc1cc(C)nc(N2CCCC(C(=O)NCc3ccccc3F)C2)n1 (stereo not given)	0%	-1%	u	i	1%	0.1%	-27%	-2%	-41*
CCOC(=O)C(NC(C)=O)(Nc1cccc(F)c1)C(F)(F)F (stereo not given)	1%	-9%	-8%	i	5%	2.4%	x	6%	0.8
O=c1oc2c(-c3cccc(F)c3)cc(O)cc2s1	4%	9%	-16%	i	14%	u	7%	-30%	-2.0
Cc1ccn2cc(-c3cc4ccccc4oc3=O)nc2c1	1%	-1%	9%	i	-3%	4.8%	u	8%	-0.6
COc1cccc(-c2oc3c(c2-c2ccc(OC)nc2)C(O)CCC3)c1 (stereo not given)	x	x	x	i	15%	1.3%	x	-20%	-0.9
Cc1ccc(C)c(NC(=O)CC2Oc3ccccc3NC2=O)c1 (stereo not given)	-1%	3%	8%	i	-8%	0.6%	0%	2%	-1.2
COc1ccc(C(=O)Cn2c(=N)n(C)c3ccccc32)cc1	1%	-4%	-2%	i	6%	10.0%	u	6%	-3.1
CC1=NN(c2ccccc2)C(=O)C1/C=C1/NC(=S)NC1=O (stereo not given)	-10%	u	10%	i	4%	0.1%	-25%	-1%	-0.1
CC(C)(C)c1ccc(OCCn2cc(C(=O)c3ccco3)c3ccccc32)cc1	x	-5%	19%	x	x	1.1%	-29%	x	x
CC1=C(C(=O)Nc2ccccc2C)C(c2cccs2)n2nc(SCc3ccccc3)nc2N1 (stereo not given)	x	0%	u	x	x	-0.4%	0%[9.27 µM]	x	x
CCOC(=O)C1CCN(Cc2ccc(C(=O)OC)cc2)CC1	1%	2%	-11%	i	15%	0.0%	2%	-3%	-4.6
CCn1nc(-c2ccccc2)c(-c2ccccc2)c(C(=O)Nc2nc(C)c(C(C)=O)s2)c1=O	x	-3%	0%	x	x	5.3%	-8%	x	x
COc1ccc(-c2c(C)n([O-])c(C)c(C)[n+]2=O)cc1OC	2%	-1%	2%	i	0%	0.4%	-19%	-2%	1.3
CCN(CC)C1CCN(Cc2cn[nH]c2-c2ccc(OC)c(F)c2)C1 (stereo not given)	1%	12%	-14%	i	9%	-0.9%	1%	-2%	-1.1
N#Cc1ccc(-c2ccc3c(c2)OCO3)nc1SCC(=O)OCc1ccccc1	u	-1%	13%	i	4%	0.7%	5%	-4%	0.5
CCOC(=O)C1(C)CCCCN1C(=O)c1ccco1 (stereo not given)	x	x	18%	i	6%	0.4%[9.22 µM]	x	5%	-0.3
O=P(C(=S)Nc1ccccc1Cl)(c1ccccc1)c1ccccc1	x	x	0%	i	-1%	7.4%	x	-11%	1.8
COc1cccc(N2CC(C(=O)Nc3nnc(SCC(=O)Nc4ccc(NC(C)=O)cc4)s3)CC2=O)c1 (stereo not given)	0%	-8%	-17%	i	9%	-0.8%	-6%	0%	-1.1
CC(=O)NCCN=C(C)c1sc2ccccc2c1O	-22%	-17%	-16%	i	10%	7.7%	x	3%	-5.0
CC1(C)Cc2c(sc(NC(=O)COc3ccc(Cl)cc3)c2C#N)C(C)(C)N1	-1%	0%	2%	i	-4%	3.7%	-4%	-2%	1.8
O=C(CCc1nc2ccccc2s1)OCC(=O)c1ccccc1	-2%	1%	-3%	i	9%	0.2%	10%	-1%	-3.7
Cc1ccccc1C(=O)NCC(=O)N1CCN(c2ccccn2)CC1	0%	1%	-4%	i	u	-0.4%	3%	-21%	0.8
O=C(Nc1nnc(C(F)(F)F)s1)c1cccnc1	-2%	-7%	-9%	i	0%	-0.7%	u	4%	-1.4
COc1cc(C(=O)NCC(c2ccccc2)N(C)C)ccc1OCc1c(C)noc1C (stereo not given)	2%	-7%	-15%	i	2%	-0.3%	10%	3%	-1.1
O=C(CCCN1C(=O)c2ccccc2C1=O)NCCCn1ccnc1	1%	0%	10%	i	8%	0.5%	11%	-5%	-0.5
SMILES	MmCpn inh	A549 tox	TGFb SMAD3 inh	Akt phos inh	EPAC2 agonist	Nrf2 ARE act	Nrf2 inh	EPAC2 antag	CCT modulator
COc1ccc(CN2CCN(Cc3ccco3)CC2)cc1OC	-1%	-3%	-8%	i	2%	-0.8%	-5%	10%	0.9
COc1ccccc1C(c1c(N)n(C)c(=O)n(C)c1=O)C(C)[N+](=O)[O-] (stereo not given)	1%	-9%	16%	i	7%	u	u	-5%	-1.2
O=C(NCCc1nc2ccccc2[nH]1)/C(=C/c1ccco1)NC(=O)c1ccc(Br)o1	-2%	1%	6%	i	-4%	-0.6%[9.22 µM]	1%	8%	-1.5
O=C(CCC1CCCN(Cc2cccc3c2OCO3)C1)NCc1ccc(F)c(F)c1 (stereo not given)	1%	-5%	14%	i	8%	1.8%	0%	19%	-2.4
O=C(NCC(c1ccco1)N1CCc2ccccc2C1)C(=O)Nc1ccccc1 (stereo not given)	-2%	2%	-2%	i	9%	2.4%	13%	0%	2.2
CCOC(=O)c1cccc(NC(=O)C2CCCN(c3nnc(N4CCCC4=O)s3)C2)c1 (stereo not given)	-2%	2%	-12%	i	-2%	0.0%	-2%	25%	-2.6
O=C(c1sc2cc(F)ccc2c1Cl)N1CCN(c2cccc(Cl)c2)CC1	-3%	1%	-11%	i	3%	0.4%	-22%	11%	-2.9
COc1ccc(OC)c(S(=O)(=O)NCC(c2cccs2)N2CCc3ccccc3C2)c1 (stereo not given)	0%	-2%	1%	i	-2%	0.2%	-10%	-20%	-0.1
CCC1(C(N)=O)CC2C=CC1C2 (stereo not given)	x	3%	-7%	i	7%	-0.2%	-14%	-9%	-1.5
C=C(C)COc1ccc(-c2n[nH]c(C)c2-c2ccc(OC)c(OC)c2)c(O)c1	0%	-13%	u	i	9%	2.9%	u	-24%	-7.7
CCCCOc1cccc2c(=O)n(CC(=O)Nc3ccc4c(c3)OCCO4)ccc12	x	x	u	i	1%	-1.2%	x	2%	-0.2
Cc1cc(Br)ccc1NC(=O)CN(C)C(=O)c1cc([N+](=O)[O-])ccc1N1CCOCC1	2%	u	-4%	i	7%	2.7%	u	-7%	-8.2
COc1cc(C(CCN2CCCC(C)C2)c2c(OC)cc(OC)c3c2OC(=O)CC3c2ccc(N(C)C)cc2)cc(OC)c1OC (stereo not given)	-1%	-7%&-14%	u	i	1%	0.1%	-1%&-14%	4%	2.1
Cc1[nH]c2ccccc2c1C(=O)C(=O)Nc1ccc2c(c1)OCO2	-5%	3%	0%	i	10%	4.4%	0%	-2%	1.6
N#C/C(=C/c1ccc(CNS(=O)(=O)c2ccccc2)o1)C(=O)NCc1ccccc1	1%	-4%	17%	i	6%	0.3%	-5%	-1%	16
c1ccc(CN2CCOCC2)nc1	x	4%	-7%	i	6%	0.2%	5%	-1%	-3.3
CC(Oc1ccc(Cl)cc1Cl)C(=O)Nc1ccc2oc(-c3ccncc3)nc2c1 (stereo not given)	3%	u	0%	i	-12%	-0.4%	4.6µM*	-6%	-0.1
Cc1ccc(C(=O)OCC(=O)c2ccc(CC(=O)N3CCOCC3)s2)cc1C	-7%	-4%	21%	i	-5%	-0.3%	7%	-5%	-1.0
Cc1ccc(C2C(C#N)=C(N)N(N(C)C)C3=C2C(=O)CCC3)cc1 (stereo not given)	2%	-5%	-8%	i	1%	-0.1%	-5%	5%	-3.5
COc1ccc(N2CC(C(=O)Nc3cccc(OC(C)C)c3)CC2=O)cc1 (stereo not given)	-3%	1%	21%	i	1%	-0.4%	4%	6%	2.3
CC1CC(C)CN(S(=O)(=O)CCNC(=O)c2ccccc2)C1 (stereo not given)	3%	-1%	8%	i	4%	0.2%	0%	-2%	-6.3
COc1ccc(NS(=O)(=O)c2cccc(C(=O)NNC(=O)c3ccc(=O)[nH]c3)c2)cc1	0%	-2%	9%	i	16%	0.3%	3%	11%	-3.1
N#C/C(=C1\CCCN1)c1nc2ccccc2c(=O)[nH]1	0%	-4%	2%	i	1%	18%	-9%	2%	1.1
CN1CCN(c2cc(C(F)(F)F)nc3ccc(F)cc23)CC1	2%	0%	0%	i	6%	0.2%	3%	7%	-1.5
COc1ccc(NC(=O)CCS(=O)(=O)c2cccc3nonc23)cc1Cl	-4%	-12%&1%	5%&24%	i	4%	3.5%&2.1%	u	-13%	0.4
Cc1ccccc1C(=O)N1CCC(C(=O)Nc2ccccn2)CC1	-4%	-1%	6%	i	-1%	0.2%	4%	-5%	-3.4

Three records picked at random from the list so far:
SMILES	MmCpn inh	A549 tox	TGFb SMAD3 inh	Akt phos inh	EPAC2 agonist	Nrf2 ARE act	Nrf2 inh	EPAC2 antag	CCT modulator
COc1ccc(NC(=O)CCS(=O)(=O)c2cccc3nonc23)cc1Cl	-4%	-12%&1%	5%&24%	i	4%	3.5%&2.1%	u	-13%	0.4
COc1cc(C(CCN2CCCC(C)C2)c2c(OC)cc(OC)c3c2OC(=O)CC3c2ccc(N(C)C)cc2)cc(OC)c1OC (stereo not given)	-1%	-7%&-14%	u	i	1%	0.1%	-1%&-14%	4%	2.1
O=C(NCC(c1ccco1)N1CCc2ccccc2C1)C(=O)Nc1ccccc1 (stereo not given)	-2%	2%	-2%	i	9%	2.4%	13%	0%	2.2
